Screens: PubChem, Sanford-Burnham Center for Chemical Genomics
mIAP inh = inhibitors of mouse IAP, primary screen, biochemical, luminescence, uHTS; purified mouse IAP, CDP-Star luminescence, 30 min; inhibition, % at 10 µM; 330,000 compounds, 0.2% hits;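 active means inhibition of at least 40% at 10 µM in the primary screen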;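 further: plate controls were DMSO with enzyme for no effect and no enzyme wells for full effect; values of inactives mirror those of a sister screen read the other way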
tim10-1 inh = growth inhibitors of tim10-1 mutant yeast, primary screen, luminescence, uHTS; S. cerevisiae tim10-1 ts strain growth, BacTiter-Glo, 24 h; inhibition, % at 20 µM; 330,000 compounds, 2.2% hits; AID 463190, 2010;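 active means inhibition of at least 40%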;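 further: mutant grown at 25 °C; 0% = DMSO wells with yeast and 100% = wells holding no yeast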
APOBEC3G inh = APOBEC3G DNA deaminase inhibitors, primary screen, biochemical, fluorescence, single-stranded DNA substrate, uHTS; DNA dC->dU-editing enzyme APOBEC-3G (Homo sapiens), Q9HC16; recombinant A3G, ssDNA deamination FAM/TAMRA fluorescence; inhibition, % at 20 µM; 330,000 compounds, 0.28% hits;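 active means inhibition of at least 40% at 20 µM, with no more than 30% in the related APOBEC3A deaminase screen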;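 further: plate controls were DMSO wells with A3G for no effect and wells lacking A3G enzyme for full effect; some compounds called inactive have numbers as strong as hits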
Target sequence (Q9HC16 whole entry, looked up): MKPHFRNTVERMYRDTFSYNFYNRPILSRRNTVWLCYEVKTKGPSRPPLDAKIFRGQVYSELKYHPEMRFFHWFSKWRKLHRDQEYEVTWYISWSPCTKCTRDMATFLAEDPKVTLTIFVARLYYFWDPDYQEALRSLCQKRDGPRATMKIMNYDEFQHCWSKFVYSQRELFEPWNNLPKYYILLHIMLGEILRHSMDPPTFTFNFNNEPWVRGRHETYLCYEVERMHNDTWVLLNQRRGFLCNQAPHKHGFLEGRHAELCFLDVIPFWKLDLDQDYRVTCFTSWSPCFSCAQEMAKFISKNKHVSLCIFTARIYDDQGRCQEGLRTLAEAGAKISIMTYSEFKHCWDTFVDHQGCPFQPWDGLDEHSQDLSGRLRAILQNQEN
hIAP block = human IAP inhibitors, primary screen, biochemical, luminescence, uHTS. purified IAP, CDP-Star luminescence, 30 min. 330,000 compounds, 0.12% hits. Intestinal-type alkaline phosphatase (Homo sapiens), P09923. inhibition, % at 10 µM. AID 2544, 2010;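 active means inhibition reaching a set limit with compound at 10 µM in the primary screen, cut at about 35% in these data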;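 further: plate controls were DMSO wells with enzyme for no effect and no-enzyme buffer wells for full effect; values of inactives mirror those of a sister screen read the other way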
Target sequence (P09923 whole entry, looked up): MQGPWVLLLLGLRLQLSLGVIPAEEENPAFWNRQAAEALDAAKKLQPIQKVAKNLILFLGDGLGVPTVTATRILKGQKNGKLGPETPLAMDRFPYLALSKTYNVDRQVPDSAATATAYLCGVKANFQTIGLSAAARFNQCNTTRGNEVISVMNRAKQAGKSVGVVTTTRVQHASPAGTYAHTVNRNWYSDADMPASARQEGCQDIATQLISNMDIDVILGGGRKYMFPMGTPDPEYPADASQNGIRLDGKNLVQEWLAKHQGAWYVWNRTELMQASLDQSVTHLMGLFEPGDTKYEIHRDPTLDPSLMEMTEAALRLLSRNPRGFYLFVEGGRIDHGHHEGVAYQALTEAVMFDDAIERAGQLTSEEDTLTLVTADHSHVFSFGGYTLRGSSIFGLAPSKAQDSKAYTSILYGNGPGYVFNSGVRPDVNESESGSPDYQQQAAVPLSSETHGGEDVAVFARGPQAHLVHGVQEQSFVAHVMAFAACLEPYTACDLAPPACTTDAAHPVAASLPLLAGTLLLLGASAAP
A3A deaminase = APOBEC3A ssDNA deaminase inhibitors, primary screen, selectivity assay for APOBEC3G inhibitor project, biochemical, FAM/TAMRA oligo cleavage fluorescence. DNA dC->dU-editing enzyme APOBEC-3A (Homo sapiens), P31941. recombinant A3A, FAM/TAMRA ssDNA deamination fluorescence. inhibition, % at 20 µM. 330,000 compounds, 0.41% hits;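 active means at least 40% inhibition at 20 µM here, with at most 30% in a related deaminase screen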;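 further: plate controls were A3A with DMSO for no effect and wells lacking A3A enzyme for full effect; some results filed as inactive read as strong as hits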
Target sequence (P31941 whole entry, looked up): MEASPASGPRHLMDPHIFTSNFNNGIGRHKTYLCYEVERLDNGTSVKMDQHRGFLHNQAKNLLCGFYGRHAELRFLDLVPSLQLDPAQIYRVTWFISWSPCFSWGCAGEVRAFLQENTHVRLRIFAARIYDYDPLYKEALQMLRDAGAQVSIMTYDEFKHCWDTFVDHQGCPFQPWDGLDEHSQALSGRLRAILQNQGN
MIN6 prolif = inducers of MIN6 beta-cell proliferation, primary screen, ATP luminescence, uHTS | 330,000 compounds, 0.29% hits | MIN6 cells proliferation, ATPlite luminescence, 48 h; cells starved in 0.2% serum; 100% = growth in 10% serum | proliferation, % at 10 µM;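 active means compounds whose signal lies at least 3.5 SD above the mean of all wells on their plate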;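 further: 0% = DMSO-treated cells in low-serum medium and 100% = 10% serum control; some compounds called inactive have numbers as strong as hits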
NLRP3 yeast inh = NALP3 inflammasome inhibitors in reconstituted yeast, primary screen, luminescence, uHTS; 330,000 compounds, 0.39% hits; AID 2825, 2010; Yeast reconstituted NLRP3/ASC/caspase-1, beta-gal luminescence, 24 h; inhibition, % at 10 µM;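 active means inhibition of 50% or more; inactive means inhibition below 50%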;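 further: plate controls were induced DMSO wells for no effect and uninduced yeast grown without galactose for full effect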
TIM10 inh = growth inhibitors of isogenic TIM10 control yeast, primary screen, counter-screen for tim10-1 yeast inhibitor project, luminescence, uHTS. S. cerevisiae TIM10 strain growth, BacTiter-Glo luminescence, 24 h. inhibition, % at 10 µM. 330,000 compounds, 1.4% hits. AID 463195, 2010;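 active means inhibition of 40% or more at the single tested concentration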;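 further: wild-type TIM10 isogenic control strain grown at permissive 25 °C; 0% = DMSO yeast wells and 100% = minimal medium wells without yeast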
mIAP act = activators of mouse IAP, primary screen, biochemical, luminescence, uHTS. intestinal alkaline phosphatase [Mus musculus]. muIAP, CDP-Star luminescence, 30 min; stronger effect = higher value; 1 = vehicle-only enzyme signal, 0 = enzyme-free wells. activation factor at 10 µM. 330,000 compounds, 0.24% hits. AID 2805, 2010;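 active means activation factor of at least 2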; further: the source names both 10 and 20 µM as test concentration; values of inactives mirror those of a sister screen read the other way
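also added = chemiluminescent substrate CDP-Star | test system = mouse IAP enzyme | signal = chemiluminescence readout | compound = DMSO-dissolved test compounds | incubation = 30 min at room temperature | benchmarks = DMSO wells, no-enzyme wells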
* marks the source's active call; other numbers are inactive results.

SMILES	mIAP inh	tim10-1 inh	APOBEC3G inh	hIAP block	A3A deaminase	MIN6 prolif	NLRP3 yeast inh	TIM10 inh	mIAP act
COc1cccc(OC)c1OCCCCn1cnc2ccccc2c1=O	-8	-6	-8	-12	-3	1	14	-17	1.1
O=c1cc(N2CCCCC2)c2ccccc2o1	6	-13	-5	2	-3	0	23	2	0.94
C/C(=N\Nc1cccc(C(=O)O)c1)c1ccc(Cl)s1	10	10	-8	4	18	-2	21	15	0.9
COc1ccc(-c2nc(-c3cccc(C)c3)no2)cc1OC	13	19	-3	19	0	2	-3	21	0.87
COC(=O)c1cc(S(=O)(=O)NCc2ccc3c(c2)OCO3)c[nH]1	-3	-5	-9	17	-6	6	22	-7	1
CC(=O)Nc1ccc(C(=O)Nc2cccc(S(=O)(=O)NC3=NCCC3)c2)cc1	4	5	-4	-6	29	1	5	4	0.96
Cc1ccc(S(=O)(=O)N2CCC(C(=O)Nc3ccc(N4CCOCC4)cc3)CC2)cc1C	-12	-11	4	-2	43*	-2	14	-10	1.1
CCc1nc(SCC(=O)N2CCN(c3ccccc3)CC2)c2oc3ccccc3c2n1	11	25	-4	9	-1	-5	7	28	0.89
c1ccc(-n2ncc3c(NCc4ccc5c(c4)OCO5)ncnc32)cc1	-9	-9	-3	-14	2	-1	39	3	1.1
CN(Cc1ccccc1)S(=O)(=O)c1ccc(OCC(=O)NCc2cccnc2)cc1	-3	13	-6	2	0	-1	18	-16	1
CC1CC(C)CN(S(=O)(=O)c2cccc3nsnc23)C1 (stereo not given)	3	18	-7	14	-3	2	5	5	0.97
CCCNC(=O)COc1coc(CN2CCN(Cc3ccccc3)CC2)cc1=O	0	-9	-3	18	-3	-2	15	5	1
CC(=O)c1c(C)[nH]c(C(=O)COC(=O)CCNS(=O)(=O)c2ccc(C)c(C)c2)c1C	0	-9	-1	-3	3	-5	11	6	1
Cc1ccc(/C=N/NC(=O)c2cc3ccccc3cc2O)o1	11	16	-4	2	-1	-3	26	17	0.89
Cc1cc(C(=O)Nc2cccc(NC(=O)c3ccco3)c2)ccc1[N+](=O)[O-]	9	-19	-5	3	-2	-1	9	-11	0.91
CC(C)[C@H](NC(=O)c1c(F)cccc1F)C(=O)N1CCN(c2ccc(F)cc2)CC1	-5	7	-3	11	-1	0	-1	-4	1.1
CCCOn1c(-n2nc(C)cc2C)nc2ccccc2c1=O	6	18	-7	24	-2	2	10	22	0.94
Cc1onc(-c2ccccc2Cl)c1C(=O)NCc1ccc(S(N)(=O)=O)cc1	3	6	-3	2	-2	-2	12	-1	0.97
c1ccc(OCCSc2ncnc3nc[nH]c23)cc1	7	-13	0	5	0	-4	5	-5	0.93
Cc1cc(C)nc(-n2nc(C)cc2NC(=O)CN2CCCC(C)C2)n1 (stereo not given)	2	44*	0	-30	0	3	15	7	0.98
COc1cc(C(=O)O)cc(OC)c1OCc1cc(C(=O)O)oc1C	4	12	1	1	-1	-4	7	-5	0.96
CCOC(=O)c1cccc(NC(=O)c2cncc(Br)c2)c1	-10	-14	-6	0	0	-3	8	-4	1.1
Cc1ccc(C(=O)Nc2cccc(C(=O)O)c2)cc1	4	11	-6	6	-3	-2	2	-11	0.96
CCOc1cccc(/C=C2\NC(=S)N(c3ccccc3)C2=O)c1O	10	24	-9	4	-5	-5	7	6	0.9
CCCCc1c(C)nc2ccc(C)cc2c1SCCC(=O)O	6	22	2	1	2	0	15	10	0.94
O=C(COC(=O)c1ccccc1NC(=O)c1ccco1)Nc1ccc2c(c1)OCO2	-4	-7	-3	1	2	2	20	-12	1
O=C(NCC1CC1)c1onc(CSc2ccc(F)c(F)c2)c1C(=O)NCC1CC1	6	26	-2	12	-2	-5	26	-15	0.94
CC1Oc2ccccc2N(Cc2cccnc2)C1=O (stereo not given)	-1	6	-5	9	0	1	9	-3	1
CCOc1ccc2nc(SCC)[nH]c2c1	7	11	-5	15	-4	-2	36	7	0.93
COc1cccc(/C=N/Nc2ncnc3c2ncn3Cc2ccccc2)c1O	-5	26	0	-85	-1	-6	13	-17	1
Cc1cc(C)n(-c2nc3ccccc3nc2NCCc2ccccc2)n1	-8	7	-4	20	0	-5	8	5	1.1
O=C(CSc1nc2sc3c(c2c(=O)n1-c1ccccc1)CCCC3)NCc1ccco1	-18	-20	-6	-22	2	-1	19	-6	1.2
COCC(=O)N(Cc1nc2sc(C)c(C)c2c(=O)[nH]1)C1CCCCC1	-4	7	-2	8	1	1	5	7	1
COc1ccc(NC(=O)CCc2c(C)nn(-c3ccc(N4CCOCC4)nn3)c2C)cc1	-2	4	-4	-27	-2	-2	-1	1	1
CC(=O)N1CN(C2CCCC2)Cc2c1sc1c2CCCC1	8	10	-6	-9	-4	-2	14	10	0.92
CCOC(=O)N1CCN(Cc2nnc(-c3ccccc3Cl)o2)CC1	-3	-29	-7	5	-5	-2	6	2	1
COc1ccc(C)cc1NC(=O)COC(=O)C1CC1	7	6	-2	5	1	-3	26	-5	0.93
O=C(CCn1c(=O)oc2ccccc21)N1CCN(c2ccc(F)cc2)CC1	1	9	2	2	3	-1	12	5	0.99
O=C(NCCO)c1ccc(Cl)c(Cl)c1	0	1	-4	-8	-2	-1	8	-7	1
CCCn1c(=O)[nH]c(=O)c2c1nc(-c1ccc(C(F)(F)F)cc1)n2CCOC	1	15	-5	2	-2	1	16	-8	0.99
O=C(Nc1cccc(F)c1)C1CCCCC1	2	-6	-15	5	-5	4	8	11	0.98
CC1CCN(c2nc3ccc(C(=O)O)cc3s2)CC1	2	6	-6	-2	0	-3	31	-2	0.98
CCCOC(=O)C1C2C=CC(C3CC23)C1C(=O)OCC(=O)c1ccccc1 (stereo not given)	5	21	-1	8	0	-1	-5	19	0.95
Cc1nc2ccccc2n1CC(=O)N/N=C/c1cccs1	12	10	-6	-11	1	0	6	-8	0.88
Cc1ccc(CN2CC(C(=O)N3CCN(S(=O)(=O)c4ccc(C)cc4C)CC3)CC2=O)cc1 (stereo not given)	-4	-10	-9	14	-3	9	9	-2	1
Cc1ccc(OS(=O)(=O)c2ccccc2)c(/C=N/N=C2\NC(=O)C(C)S2)c1 (stereo not given)	13	13	2	-1	4	1	1	4	0.87
CC(=O)c1cccc(NC(=S)N2CCN(S(=O)(=O)c3ccc(F)cc3)CC2)c1	0	13	2	10	0	-2	11	11	1
CSCCC(NS(=O)(=O)c1ccc(Cl)cc1)C(=O)OCC(=O)NC1CC1 (stereo not given)	-12	12	1	-23	3	-3	16	3	1.1
NC(=O)NCc1cccc(Cl)c1	6	5	-7	7	-4	-2	14	10	0.94
C=CCc1cc(/C=C2/NC(=O)NC2=O)cc(OCC)c1O	-2	-3	2	3	1	0	11	-10	1
CC(C)(C)c1ccc(OCC(O)CN2CCN(c3ccccn3)CC2)cc1 (stereo not given)	-2	-16	-4	-16	-1	-3	13	-35	1
CCOC(=O)c1ccc(Nc2ncnc3c2cnn3C)cc1	-14	2	2	-1	2	-2	20	-4	1.1
COc1ccc(CCCc2nnc(SCC(=O)Nc3nc(C)cs3)n2C)cc1C	7	2	-5	4	-6	-2	17	-7	0.93
NC(=O)/C(=C/c1cccnc1)NC(=O)c1ccccc1	-4	-9	2	-8	2	0	10	-17	1
CCCC(C(=O)OCCN(CC)CC)(c1ccccc1)c1ccccc1	3	25	-6	12	0	-7	20	11	0.97
CCC(CC)N1CCN(CC2CC=CCC2)CC1 (stereo not given)	3	3	-4	17	-3	1	12	0	0.97
CC1(c2ccc(Cl)cc2)NC(=S)N2C1NC(=S)N2c1ccccc1 (stereo not given)	4	24	-10	2	-4	5	3	4	0.96
CC1(C)Cc2c(C#N)c(N3CCOCC3)nc(-c3ccccc3)c2CO1	-3	24	-3	17	-2	1	29	7	1
O=C(NNC(=O)c1ccccc1)C(=O)N1CCCCC1	9	7	-4	9	0	-1	11	5	0.91
O=C(CN1CCN(c2ccccn2)CC1)N(c1ccccc1)c1ccc2ccccc2c1	6	24	-2	-26	-2	-3	4	25	0.94

Part of the list above in order of SMILES length, falling.
SMILES	mIAP inh	tim10-1 inh	APOBEC3G inh	hIAP block	A3A deaminase	MIN6 prolif	NLRP3 yeast inh	TIM10 inh	mIAP act
CC(=O)c1cccc(NC(=S)N2CCN(S(=O)(=O)c3ccc(F)cc3)CC2)c1	0	13	2	10	0	-2	11	11	1
COc1ccc(CCCc2nnc(SCC(=O)Nc3nc(C)cs3)n2C)cc1C	7	2	-5	4	-6	-2	17	-7	0.93
CC(C)(C)c1ccc(OCC(O)CN2CCN(c3ccccn3)CC2)cc1 (stereo not given)	-2	-16	-4	-16	-1	-3	13	-35	1
CCCC(C(=O)OCCN(CC)CC)(c1ccccc1)c1ccccc1	3	25	-6	12	0	-7	20	11	0.97
Cc1nc2ccccc2n1CC(=O)N/N=C/c1cccs1	12	10	-6	-11	1	0	6	-8	0.88

Next section:
SMILES	mIAP inh	tim10-1 inh	APOBEC3G inh	hIAP block	A3A deaminase	MIN6 prolif	NLRP3 yeast inh	TIM10 inh	mIAP act
Cn1c(SCC(=O)NC2CCCC2)nnc1-c1ccccn1	0	6	-5	-8	2	0	14	3	1
COc1ccc(NC(=O)Cn2nnc(C(=O)NCc3ccccc3)c2N)c(OC)c1	4	10	-1	6	-1	1	1	-2	0.96
C[C@H](NC(=O)[C@@H]1Cc2ccccc2CN1)C(=O)Nc1ccc2c(c1)OCO2	1	15	-8	-4	-3	0	2	-2	0.99
O=C(CSc1ccc2nnc(-c3ccc(F)cc3)n2n1)N1CCCc2ccccc21	-6	11	-3	2	-3	-1	11	-19	1.1
O=C(CCCN1C(=O)/C(=C\c2cccs2)SC1=S)Nc1ccc(O)cc1C(=O)O	21	8	-1	-16	-1	-3	6	12	0.79
CCN1CCN(c2ccc(S(=O)(=O)N3CCOCC3)cc2NC(=O)c2ccc(C(F)(F)F)cc2)CC1	2	-20	5	9	60*	-2	18	-4	0.98
O=C1CCC(c2ccc3c(c2)CCC3)=NN1	4	4	-11	1	-5	-5	6	12	0.96
O=S(=O)(c1cccs1)N1CCN(Cc2ccccc2)CC1	16	20	3	7	0	4	20	0	0.84
CC(=O)Nc1ccc(NC(=O)c2cccc(S(=O)(=O)N3CCCCCC3)c2)cc1	-6	9	-11	2	-4	-6	7	-4	1.1
O=c1oc(-c2ccc(F)cc2)nc2ccsc12	4	26	-4	-6	1	0	13	0	0.95
COC(=O)C[C@H]1c2cc(F)ccc2S(=O)(=O)N1Cc1ccccc1OC	8	16	-4	-2	-2	-3	-6	2	0.92
Cc1cc(N/N=C/c2ccco2)c2ccccc2n1	-2	17	-7	-4	-1	0	8	3	1
Cc1ccc(C(=O)CC(=O)COc2ccc(Cl)cc2C)cc1	5	15	-3	0	-1	-1	2	20	0.95
COc1cccc(NC(=O)CN(C)C(=O)c2cccc(S(=O)(=O)N3CCN(c4ccc(F)cc4)CC3)c2)c1	-1	7	7	1	2	-5	2	3	1
